FEN1 inh: blocks human flap endonuclease 1 | P39748 | Recombinant FEN1 flap cleavage, fluorescence, 15 min | Potency, µM (doses to about 114 µM), for inactives: top-dose activity change, negative = inhibition, most hits filed as inhibitors | 0.35% of 390,000 active | AID 588795; further: nearly all actives have a fitted effect of over 65% in size
Target sequence (P39748 whole entry, looked up): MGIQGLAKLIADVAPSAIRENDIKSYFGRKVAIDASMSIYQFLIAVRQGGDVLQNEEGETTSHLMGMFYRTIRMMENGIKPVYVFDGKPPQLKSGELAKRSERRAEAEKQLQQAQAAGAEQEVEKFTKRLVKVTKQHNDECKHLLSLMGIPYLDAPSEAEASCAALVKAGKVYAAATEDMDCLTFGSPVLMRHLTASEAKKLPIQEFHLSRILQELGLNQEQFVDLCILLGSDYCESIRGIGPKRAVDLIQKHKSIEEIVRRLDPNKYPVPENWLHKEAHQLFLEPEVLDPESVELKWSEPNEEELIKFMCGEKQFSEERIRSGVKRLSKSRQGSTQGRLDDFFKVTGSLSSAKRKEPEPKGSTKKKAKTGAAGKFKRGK
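Recombinant FEN1 (10 nM) was preincubated with pin-transferred compounds for 15 min at room temperature, then flap DNA substrate (50 nM final) was added. Plates were read at 0 and 15 min, and normalized concentration–response data were fitted to a four-parameter Hill equation.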
TDP1 block: inhibitors of human tyrosyl-DNA phosphodiesterase TDP1; Q9NUW8; recombinant TDP1, AlphaScreen DNA substrate cleavage; Potency, µM (titrated, usually from 130 µM), inactives show at the highest dose activity change, negative = inhibition, actives largely listed as inhibitors; 0.28% of 350,000 active; AID 485290; further: nearly all actives have a fitted effect of over 40% in size
Target sequence (Q9NUW8 whole entry, looked up): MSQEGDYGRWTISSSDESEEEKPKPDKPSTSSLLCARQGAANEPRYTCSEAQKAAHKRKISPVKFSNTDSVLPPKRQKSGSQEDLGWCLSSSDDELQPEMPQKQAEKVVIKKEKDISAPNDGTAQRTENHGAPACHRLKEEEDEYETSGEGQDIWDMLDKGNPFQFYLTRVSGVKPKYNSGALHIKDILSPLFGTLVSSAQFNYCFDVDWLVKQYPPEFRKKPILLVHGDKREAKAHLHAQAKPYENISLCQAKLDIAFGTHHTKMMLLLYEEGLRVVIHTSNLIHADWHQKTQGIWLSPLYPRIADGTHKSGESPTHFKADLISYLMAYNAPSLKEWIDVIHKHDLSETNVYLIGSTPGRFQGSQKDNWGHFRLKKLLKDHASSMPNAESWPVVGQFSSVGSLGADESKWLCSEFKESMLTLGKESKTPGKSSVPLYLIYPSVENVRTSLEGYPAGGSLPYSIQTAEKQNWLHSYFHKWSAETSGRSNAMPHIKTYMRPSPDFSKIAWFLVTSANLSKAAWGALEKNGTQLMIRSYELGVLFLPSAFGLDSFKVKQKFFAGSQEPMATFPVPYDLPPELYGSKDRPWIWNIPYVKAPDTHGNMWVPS
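Recombinant E. coli-expressed Tdp1 (1 nM) preincubated with compound 15 min at RT, then 5'-biotin/3'-phosphotyrosine-FITC DNA substrate (15 nM) added for 5 min. AlphaScreen beads (10 ug/ml) added, 10 min RT; tyrosine-FITC cleavage read as signal loss.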
N370S GC: inhibits or activates N370S mutant glucocerebrosidase; AID 2101; 0.092% of 330,000 active; Potency, µM (titrated, usually from 59.4 µM), inactives show at the top dose activity change, negative = inhibition, actives largely listed as inhibitors; N370S GC spleen homogenate, 4MU-glucoside fluorescence;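 further: 0% = full enzyme activity and -100% = no enzyme basal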
Starred values were filed as active, the others as inactive; ? = inconclusive; . = not tested or not shown; & = joins results of further samples; [ ] = another dose, or the depositor's remark. The call rests on the fitted dose curve; in most records, active means well fitted curve in the direction sought with a large enough effect; inconclusive means small, poorly fitted or top-dose-only effect, or another doubt; inactive means no such curve, though single readings can be large; an effect the other way counts as inactive or inconclusive. Unless noted, on the % scale 0 is the no-effect control and ±100 the full control effect; potency means the concentration at half of the fitted maximal effect.

SMILES	FEN1 inh	TDP1 block	N370S GC
O=C1CC2(CCN(C(=O)COc3ccccc3)CC2)Oc2ccccc21	4%	0%	-5%
CC(=O)N1CCCN(Cc2cn(-c3cccc(C)c3)nc2-c2cccc(F)c2)CC1	2%	.	4%
CCCSc1ncnc2c1c(-c1ccccc1)cn2-c1ccccc1OC	-18%	-3%	.
C#Cc1ccc([C@@H]2C=C(C(=O)N3CCN(Cc4ccc5c(c4)OCO5)CC3)O[C@H](OCCCCO)C2)cc1	-18%	5%	-17%
Cc1nc2ccccc2nc(=O)c1NNc1ccc([N+](=O)[O-])cc1	-10%	.	0%
O=C(CN(Cc1ccc(Br)cc1)S(=O)(=O)c1ccccc1)NCc1cccnc1	2%	0%	-3%
CCOc1cc(C(=O)N[C@@H](C)C(=O)N2CCC3(CC2)NCCc2[nH]cnc23)cc(OCC)c1OCC	1%	-3%	-14%
Cc1ccc(NC(=O)CN2C(=O)CSC2=O)cc1	12%	2%	1%
CC1(CC(=O)O)SC(=O)NC1=O (stereo not given)	5%	8%	10%
C=C(C)c1cccc(C(C)(C)NC(=O)N2CCCC(C)C2)c1 (stereo not given)	11%	-5%	5%
C=CCC[C@H](Cc1ccc(F)cc1)C(=O)OC[C@H](C)NC(=O)[C@@H](CC=C)CC(=O)N[C@H](CO)Cc1ccccc1	14%	1%	.
Clc1ccc(OCCOCCN2CCCCC2)c(Br)c1	0%	-6%	-6%
Cc1ccc(Nc2cc(=O)oc3ccccc23)c(C)c1	-12%	-4%	4%
C=CC[C@H](CC(=O)N(CCO)Cc1ccccc1)C(=O)N[C@H](C)COC(=O)[C@@H](CC=C)Cc1ccc(F)cc1	-4%	1%	.
CC(C)(C)c1ccc(OC(=O)c2cccnc2)cc1	14%	6%	4%
CSc1ccccc1NC(=O)c1cccc(S(=O)(=O)N2CCN(C)CC2)c1	2%	3%	-10%
COc1ccc(N(C)C(=O)c2cc3c(s2)-c2ccccc2S(=O)(=O)C3)cc1	-3%	8%	19%
Cc1cc[n+](-c2[nH]c(=O)sc2/C=N/N=C(\[O-])c2ccncc2)cc1	-27%	40µM*	-11%
CCCn1nnc(NC(=O)COc2ccc(CC)cc2)n1	-8%	-3%[56.1 µM]	10%
COc1ccc([C@@H]2[C@@H]3C(=O)N(C(C)(C)C)C(=O)[C@@H]3[C@]3(Cc4ccccc4)C(=O)N(c4cccc(Cl)c4)C(=O)N23)cc1	-12%	.	-4%
O=C(Cn1cnc2c(cnn2-c2ccc(F)cc2)c1=O)OCc1ccccc1	-4%	-2%	-6%
O=C(CN1C(=O)C2CCCCN2c2ccc(C(=O)N3CCCC3)cc21)NCc1ccccc1F (stereo not given)	-2%	3%	.
O=C(C1=NN[C@@H]2C(=O)N(Cc3ccccc3)C(=O)[C@H]12)c1ccc(F)cc1	-7%	.	4%
CCCc1c(C)[nH]c2ccc(NC(C)=O)cc2c1=O	5%	-1%	10%
CCCCn1nc(-c2ccccc2)c2nc3ccccc3nc21	.	-1%	3%
Cc1cccc(CN2CCC(Oc3ccc(C(=O)N4CCCCC4)cc3)CC2)c1	11%	3%	-11%
CCOC(=O)N1CCN(C(=O)COc2cccc3c2CCN(Cc2ccc(F)cc2)C3=O)CC1	-4%	-6%	5%
O=C(NC1CC2CCC(C1)N2C(=O)NCc1ccccc1)NC12CC3CC(CC(C3)C1)C2 (stereo not given)	-1%	2%	0%
Cn1c(=O)c(C(=O)Nc2cnccn2)c(O)c2ccccc21	.	0%	?
COC(=O)c1[nH]c2cccc(OC)c2c1NC(=O)CN1CCOCC1	9%	2%	2%
O=C(CN1CCSc2ccccc21)NCCCc1ccccc1	-1%	3%	-14%
OCc1nc2ccccc2n1CC(O)COc1ccccc1 (stereo not given)	8%	1%	-7%
Cc1cc(C)c(S(=O)(=O)N2CCOC2CNC(=O)C(=O)NCc2cccnc2)c(C)c1 (stereo not given)	20%	0%	-13%
COc1ccccc1CN1Cc2cccc3c2[C@@H](CC1=O)[C@H](O)[C@H](O)C3	10%&-3%	0%	.
Cc1cccc(-c2nc3c(cnn3-c3ccccc3)c(=O)n2-c2ccc(Cl)cc2)c1	0%	5%[12.3 µM]	.
COC(=O)c1sc(NC(=O)/C=C/c2ccc(OC)c(OC)c2)c(C(=O)OC)c1C	-8%	0%	.
CCOC(=O)CSc1nnc(CNC(=O)c2ccc(OC)c(OC)c2)n1C	-7%	6%	-3%
CCC(=O)Nc1c2c(nn1-c1ccc(C)cc1)CS(=O)(=O)C2	-4%	2%	-2%
Cc1ccc([N+](=O)[O-])cc1S(=O)(=O)NCCc1c(C)[nH]c2c(C)cccc12	-6%	4%	-2%
O=C(Nc1noc2ccccc12)c1ccc(F)cc1	2%	5%	.
CC(=O)C[C@@H](O)CC(=O)[C@H]1OC(=O)CCCCCCCCc2ccccc21	-14%	0%	.
Cc1ccc(N(C)S(=O)(=O)c2ccc3[nH]cc(C(=O)O)c(=O)c3c2)cc1C	-7%	-2%	.
COC(=O)C1=CO[C@@H](O[C@@H]2O[C@H](CO)[C@@H](O)[C@H](O)[C@H]2O)C2C1CC(O)O[C@H]2C (stereo not given in full)	-4%	0%	.
CC(C)(C)OC(=O)N1CCC(c2c(C(=O)NCC3CCN(C4CCCC4)C3)cnn2-c2ccccc2Cl)CC1 (stereo not given)	8%	1%	-17%
Cc1ccccc1CSCC(=O)NC1CCCC1	-3%	1%	-14%

Seven compounds picked at random from those above, as already listed:
SMILES	FEN1 inh	TDP1 block	N370S GC
COC(=O)C1=CO[C@@H](O[C@@H]2O[C@H](CO)[C@@H](O)[C@H](O)[C@H]2O)C2C1CC(O)O[C@H]2C (stereo not given in full)	-4%	0%	.
CC(=O)C[C@@H](O)CC(=O)[C@H]1OC(=O)CCCCCCCCc2ccccc21	-14%	0%	.
COc1ccccc1CN1Cc2cccc3c2[C@@H](CC1=O)[C@H](O)[C@H](O)C3	10%&-3%	0%	.
Cc1ccc([N+](=O)[O-])cc1S(=O)(=O)NCCc1c(C)[nH]c2c(C)cccc12	-6%	4%	-2%
OCc1nc2ccccc2n1CC(O)COc1ccccc1 (stereo not given)	8%	1%	-7%
Cc1ccc(N(C)S(=O)(=O)c2ccc3[nH]cc(C(=O)O)c(=O)c3c2)cc1C	-7%	-2%	.
CCC(=O)Nc1c2c(nn1-c1ccc(C)cc1)CS(=O)(=O)C2	-4%	2%	-2%

Given in markdown: part of the list above
| SMILES | FEN1 inh | TDP1 block | N370S GC |
| --- | --- | --- | --- |
| O=C(Nc1noc2ccccc12)c1ccc(F)cc1 | 2% | 5% | . |
| COC(=O)c1sc(NC(=O)/C=C/c2ccc(OC)c(OC)c2)c(C(=O)OC)c1C | -8% | 0% | . |
| CCC(=O)Nc1c2c(nn1-c1ccc(C)cc1)CS(=O)(=O)C2 | -4% | 2% | -2% |
| OCc1nc2ccccc2n1CC(O)COc1ccccc1 (stereo not given) | 8% | 1% | -7% |

(continued)
SMILES	FEN1 inh	TDP1 block	N370S GC
O=C(COC(=O)c1ccccc1C(=O)OCC(=O)NCCc1c[nH]c2ccccc12)NCCc1c[nH]c2ccccc12	-17%	6%	?
COC(=O)c1cn(NC(=O)Cc2ccc(Cl)cc2)c(=O)c2ccccc12	-7%	5%	0%
Cc1cc(NC(=O)Cn2nc(C(=O)O)c3ccccc3c2=O)c([N+](=O)[O-])cc1C	4%	12%	1%
Cc1nn(C)cc1C(C)NC(=O)c1cc(COc2ccc(F)c(F)c2)on1 (stereo not given)	14%	4%	-8%
Nc1cc2nn(-c3ccccc3)nc2cc1Cl	8%	8%	27%
COC(=O)c1c(NS(=O)(=O)c2ccccc2)csc1C	-4%	1%	0%
CC(=O)N/C(N)=N/c1nc(=O)c2ccccc2s1	-15%	.	-1%
Cc1cccc(N2CCN(S(=O)(=O)c3ccc4[nH]c(=O)c(=O)[nH]c4c3)CC2C)c1 (stereo not given)	.	35µM*	13µM*
Cn1c(CNc2nc(-c3ccccc3)cs2)nnc1SCC(=O)OC1CCCCC1	-3%	9%[56.1 µM]	-11%
COc1ccc(-c2nn(-c3ccccc3)cc2CNCCN2CCOC2=O)c(F)c1	-13%	4%	1%
CC(C)CCOc1ccc(C(CC(N)=O)C(=O)O)cc1 (stereo not given)	-9%	1%	4%
COc1cc(CNCc2ccccn2)ccc1OCC(=O)NC1CCCCC1	0%	-1%	5%
CCc1cnc2c(c1SCC(=O)c1ccc(OC)cc1)c(=O)n(C)c(=O)n2C	5%	5%	.
Cc1ccc(NC(=O)C(=O)NCC2CCCO2)cc1 (stereo not given)	2%	3%	7%
COc1ccc2[nH]c(C)c(CCNC(=S)Nc3ccccc3C)c2c1	6%	11%	12%
CCOC(=O)N1CCN(C(=O)NC23CC4CC(CC(C4)C2)C3)CC1	0%	5%	13%
O=C(N[C@@H](Cc1ccccc1)C(=O)N1CCN(S(=O)(=O)c2ccc(F)cc2)CC1)c1ccco1	2%	1%	2%
CNC(=S)N(CCc1c(C)[nH]c2ccccc12)Cc1cc(OC)c(OC)c(OC)c1	-18%	7%	-14%
C=CC[C@@H](CC(=O)N[C@@H](CO)Cc1ccccc1)C(=O)N[C@H](C)COC(=O)[C@@H](CC=C)Cc1ccc(F)cc1	-15%	0%	.
Cc1cc2cc(C)c(NCCNC(=O)c3ccccc3)nc2cc1C	-20%	0%	3%
Cc1cc(C(=O)CCC(=O)NCc2ccccc2F)c(C)s1	3%	3%	-11%
Cn1c(N2CCN(C(=O)NCc3ccccc3)CC2)nc2ccccc21	-6%	0%	19%
O=C(/C=C/c1ccc2c(c1)OCO2)c1ccco1	-10%	-3%	-2%
CCn1cc(-c2cc(C(=O)O)c3ccccc3n2)cn1	-2%	0%	-2%
CCC(Sc1nc2ccccc2c(=O)[nH]1)C(=O)O (stereo not given)	5%	0%	4%
CCCn1c2ccccc2c2cnn(CC(=O)NCCc3cc(OC)ccc3OC)c(=O)c21	14%	4%	.
COc1ccccc1CNC(=O)CN1C(=O)CSc2ccc(S(=O)(=O)N3CCCC3)cc21	11%&18%	6%&5%	5%
Cc1cc(C(=O)NC2CCCCC2)c(C)o1	-2%	2%	-6%
Cc1nc2ccc(S(=O)(=O)NCC(=O)N3CCCC(C)C3)cc2s1 (stereo not given)	7%	4%	-5%
COc1ccc(NC(=O)/C(C#N)=C/c2ccc(Br)o2)cc1	-17%	?	-5%
CCCOc1ccc(C(=O)Nc2nonc2-c2ccc(OCC)cc2)cc1	2%	-7%	.
CC1=CCC2([N+](=O)[O-])CN(CC(=O)O)CC1([N+](=O)[O-])C2 (stereo not given)	-2%	-3%	6%
Cc1ccc(NC(=O)CCC(=O)N2CCSc3ccccc32)cc1	0%	8%	.
COCCCNC(=O)/C(C#N)=C/c1ccc(OCC(=O)O)c(OC)c1	?	-3%	-12%
Cc1cccc(Cc2cnc(NC(=O)C3Cc4ccc(C)cc4C(=O)O3)s2)c1 (stereo not given)	-8%	3%	.
O=[N+]([O-])c1ccc(OCCCOc2cccc3cccnc23)cc1	-15%	.	-1%
O=C(N/N=C/c1cn(-c2cccs2)nc1-c1ccccc1)c1ccccc1Br	-14%	3%	-11%
NS(=O)(=O)c1cc2c(cc1Cl)N[C@@H]([C@@H]1C[C@@H]3C=C[C@H]1C3)NS2(=O)=O	.	7%	-13%
COc1cc(NC(=O)C/C(C)=N/NC(=O)c2cccs2)c(OC)cc1Cl	1%	4%	4%
O=C1CCCC/C=C\C[C@H](CC(=O)N(CCO)Cc2ccccc2)C(=O)NCCO1	-4%	0%	.
Cc1nc2ccc(S(=O)(=O)N(C)CC(=O)Nc3ccc(Br)c(C)c3)cc2s1	-5%	5%	.
CC(C)(C)OC(=O)N[C@@H](Cc1ccccc1)C(=O)N1CCC(C(=O)O)CC1	7%	5%	11%
O=C(CNC(=O)c1ccc(F)cc1)Nc1ccccc1C(F)(F)F	-9%	-2%	-3%
CCOC(=O)c1c(C)[nH]c(C(=O)CSc2ccc(Cl)cc2)c1C	-8%	-7%	-1%
N#CC1=C(SCc2ccccc2)NC2=C(C(=O)CCC2)C1c1ccc2c(c1)OCO2 (stereo not given)	2%	9%	-1%
CC(C)N(C(=O)[C@H]1C[C@H](CC(=O)NCCC2=CCCCC2)C(=O)N2CCc3c([nH]c4cc(-c5ccco5)ccc34)[C@]12C)C(C)C	-5%	4%[56.1 µM]	.
COc1cnn(-c2ccc(Br)cc2)c(=O)c1SCc1ccccc1	-10%	5%	8%
CN(C(=O)c1ccc2c(c1)N(Cc1ccccc1F)C(=O)c1ccccc1S2(=O)=O)C1CCCCC1	9%	7%	.
NS(=O)(=O)c1ccc(CCNC(=O)CSc2nc3ccsc3c(=O)n2CCCCC(=O)O)cc1	9%	8%	-1%
Cc1ccc(Cn2c(=N)n(CC(=O)c3ccccc3)c3ccccc32)cc1	-1%	?	-1%
COc1ccc(NC(=O)c2sc3nc(C)nc(N4CCN(c5ccccn5)CC4)c3c2C)cc1Cl	-1%	.	0%
Cc1cccc(C)c1OCCCn1c(CCNC(=O)C2CCCCC2)nc2ccccc21	?	3%&0%	.
COc1ccc(-n2c(Cc3cccn3C)nnc2SCC(=O)Nc2cccc(F)c2)cc1	-1%	3%	10%

High-throughput results: PubChem BioAssay, National Center for Advancing Translational Sciences (NCATS)
